# Bioassay records deposited in PubChem by National Center for Advancing Translational Sciences (NCATS).
# PNC inhibitor = perinucleolar compartment assembly inhibition. PC3M PTB-GFP, PNC prevalence imaging, 16 h; hits give low values. activity change (PNC), negative = inhibition, % at 10 µM. 140,000 compounds, 3.1% hits. AID 2417;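 active = readout at or below -70, meaning at least 70% loss of cells showing the perinucleolar compartment, a nuclear body marking cancer cells; inconclusive = readout between -30 and a set limit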;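 also: plate controls were DMSO wells for no effect and camptothecin positive control wells for full effect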
#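 Read-out is percentage of cells bearing a perinucleolar compartment, from automated 20x imaging of fixed, Hoechst-stained PC3M PTB-GFP cells. Cells were seeded 4 h, then exposed 16 h to compound (23 nl of library stock) in duplicate plates.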
# 15-hLO-2 inh = 15-hLO-2 (ALOX15B) enzyme inhibition; O15296; purified 15hLO-2, xylenol orange hydroperoxide absorbance; Potency, µM (titrated, usually from 57.1 µM), for the others: top-dose activity change, negative = inhibition, usual class: inhibitors; 110,000 compounds, 0.56% hits; also: potency is read from the fitted curve at half-maximal effect; nearly all actives have a fitted effect of over 60% in size; many of its hits are not listed in these tables
# Target sequence (O15296 whole entry, looked up): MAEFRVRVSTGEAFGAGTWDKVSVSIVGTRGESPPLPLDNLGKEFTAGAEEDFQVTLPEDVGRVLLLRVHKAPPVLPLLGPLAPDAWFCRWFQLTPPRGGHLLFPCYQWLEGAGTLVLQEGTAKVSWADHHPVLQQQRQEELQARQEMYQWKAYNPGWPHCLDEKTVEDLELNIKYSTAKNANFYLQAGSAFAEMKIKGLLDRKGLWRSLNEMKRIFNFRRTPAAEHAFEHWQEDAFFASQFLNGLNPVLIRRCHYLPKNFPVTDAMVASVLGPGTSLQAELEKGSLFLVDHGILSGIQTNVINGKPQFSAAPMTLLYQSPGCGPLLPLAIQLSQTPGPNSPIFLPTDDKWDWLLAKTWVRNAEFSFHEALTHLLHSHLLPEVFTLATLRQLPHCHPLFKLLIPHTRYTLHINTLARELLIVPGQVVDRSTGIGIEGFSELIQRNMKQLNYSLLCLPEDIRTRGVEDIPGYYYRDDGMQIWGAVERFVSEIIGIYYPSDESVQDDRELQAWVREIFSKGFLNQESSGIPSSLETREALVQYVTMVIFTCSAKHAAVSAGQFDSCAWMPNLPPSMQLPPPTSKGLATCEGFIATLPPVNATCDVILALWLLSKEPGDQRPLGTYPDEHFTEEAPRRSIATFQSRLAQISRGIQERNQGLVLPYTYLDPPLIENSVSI
#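 Purified human 15hLO-2 (50 nM final) preincubated with compounds 15 min at room temperature in 25 mM Hepes pH 7.5, 0.01% Triton X-100, then 45 uM arachidonic acid added for 90 min; hydroperoxide detected via ferrous/xylenol orange, 573/405 nm absorbance ratio.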
# IMPase cell inh = membrane-permeable compound that blocks inositol monophosphatase | CHO-M1 cells, IP1 accumulation, HTRF TR-FRET ratio | inhibition (IP1 accumulation), % at 46.1 µM | AID 901 | 120,000 tested, under 10 active | P97697; active = well fitted curve in the direction sought with a large enough effect in the signal ratio, not every such curve was filed as active; inconclusive = small, poorly fitted or top-dose-only effect, or a change in a side signal; inactive = no such curve, though single readings can be large or run the other way; the % refers to the signal ratio;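 also: cells stimulated with carbachol in lithium chloride buffer; plate controls were DMSO basal wells for no effect and reference inhibitor wells for full effect; higher means more IMPase inhibition seen as more IP1 and lower FRET ratio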
# Target sequence (P97697 whole entry, looked up): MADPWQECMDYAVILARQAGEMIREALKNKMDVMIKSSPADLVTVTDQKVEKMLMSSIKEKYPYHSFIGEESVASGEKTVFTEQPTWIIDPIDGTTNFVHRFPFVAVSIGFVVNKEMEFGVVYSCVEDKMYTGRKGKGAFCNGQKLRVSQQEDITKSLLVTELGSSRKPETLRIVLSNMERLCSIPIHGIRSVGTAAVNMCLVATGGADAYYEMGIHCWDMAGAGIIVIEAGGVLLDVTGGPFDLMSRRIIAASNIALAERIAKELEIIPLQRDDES
#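 Cellular IMPase inhibition is scored as a rise in cytosolic IP1, detected by competitive TR-FRET between d2-labelled IP1 and a europium anti-IP1 antibody. M1-expressing CHO cells were stimulated with carbachol for 30 min at 37C, with lithium (50 mM LiCl) present in the buffer.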
# ALOX12 inhib = inhibitors of human 12-lipoxygenase (ALOX12). Potency, µM (highest dose often 57.1 µM), for inactives: at the top dose activity change, negative = inhibition, most hits filed as inhibitors. 150,000 compounds, 0.12% hits. purified 12-hLO, xylenol orange hydroperoxide absorbance. AID 1452. P18054; also: potency is read from the fitted curve at half-maximal effect; nearly all actives have a fitted effect of over 55% in size; many of its hits are not listed in these tables
#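 Xylenol orange chromogenic assay: hydroperoxide from 12hLO oxidises Fe(II), giving red-shifted Fe(III)-XO absorbance. Conditions: 150 nM enzyme, 40 uM arachidonic acid, 25 mM Hepes pH 7.0, 0.01% Triton X-100, 30 min, room temperature.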
# The depositor's hits bear a star; ? = inconclusive; . = no result given; [ ] = another dose, or the depositor's remark. Unless noted, calls follow the shape of the dose curve; as a rule, active = well fitted curve in the direction sought with a large enough effect; inconclusive = small, poorly fitted or top-dose-only effect, or another doubt; inactive = no such curve, though single readings can be large; an effect the other way counts as inactive or inconclusive. Unless noted, % is scaled to controls: 0 for no effect and ±100 for the full control effect. The list is partial (hit frequency here may not be typical).
SMILES,PNC inhibitor,15-hLO-2 inh,IMPase cell inh,ALOX12 inhib
CCC(C)N(CCNC(=O)CC1Oc2ccc(C)cc2NC1=O)C1CCCCC1 (configuration not stated),26,7%,22,9%
CCOC(=O)c1[nH]c2ccccc2c1NC(=S)Nc1cccc(C)c1,22,.,.,-14%
CNc1nc(SCc2ccc(C)cc2)nc2c1CCCC2,91,44%[activator],17,-3%
Cc1ccc(Nc2nnc(C(C)(C)C)c(=O)n2N)cc1,-6,.,2,-7%
CCCC[C@@H]1C[C@H]1C(NC(=O)c1ccccc1)c1ccc(C(F)(F)F)cc1 (some centres not stated),.,17%,.,-3%
CCn1c(=S)[nH]c2cc(S(=O)(=O)N3CCCCC3)ccc21,-25,1%,28,-9%
CCOC(=O)c1cnc2c(C(=O)OC)cccc2c1NCCN1CCOCC1,-22,1%,10,-3%
COC(=O)c1ccc(Oc2nc(C)cc(Oc3ccccc3)n2)cc1,?,.,0,-5%
COC(=O)c1ccc(CSc2ncnc3ccccc23)o1,-20,4%,1,-5%
CCCCNC(=O)CN1CCC2(O)CCCCC2C1c1ccccc1OC (configuration not stated),38,-4%,-4,0%
Cn1c(=O)[nH]c(=O)c2c1nc(N1CCNCC1)n2Cc1cccc2ccccc12,?,7%,2,-7%
CSc1ccc(C2C(C#N)=C(N)N(c3ccccc3)C3=C2C(=O)CCC3)cc1 (configuration not stated),43,-13%,7,?
COc1ccccc1NC(=O)c1nn(-c2ccccc2)ccc1=O,18,-10%[11.4 µM],1[1.84 µM],-3%
COC(=O)CSc1snnc1-c1ccc(Cl)cc1Cl,33,-4%,-4,-8%
COC(=O)c1sc2ccccc2c1N,?,-13%,-10,-8%
CCCc1cc(=O)[nH]c(SCC(=O)N2CCN(S(=O)(=O)c3ccc(C)cc3)C2)n1,9,-3%,5,-3%
Cc1cccc(NC(=O)CC(C)(C)C)c1,?,0%,1,-1%
CCOC(=O)c1ccc2nc(NC(NC(C)=O)(C(=O)OC)C(F)(F)F)sc2c1 (configuration not stated),?,-14%,3,-4%
CCOC(=O)N1CCN(CC(=O)Nc2ccc(C)c(Br)c2)CC1,-28,-12%,9,-7%
Cn1cccc1C(=O)N1CCC2(CC1)CN(C(=O)Nc1cccc(F)c1)C2,.,-4%,.,-4%
COC(=O)c1cc(NC(=O)C2(S(=O)(=O)c3ccc(C)cc3)CC2)cc(C(=O)OC)c1,?,.,.,-1%
C[C@@]12CC[C@@H]3c4ccc(O)cc4C[C@H](CCCCCCCCCS(=O)CCCC(F)(F)C(F)(F)F)[C@H]3[C@@H]1CC[C@@H]2O (some centres not stated),.,2%,2,-5%
CCN1C(=O)c2cccc3c(S(=O)(=O)NC(Cc4c[nH]c5ccccc45)C(=O)O)ccc1c23 (configuration not stated),?,5%[2.29 µM],-2,0%
Cc1onc(-c2c(F)cccc2Cl)c1C(=O)N[C@H]1C(=O)N2[C@H]1SC(C)(C)[C@H]2C(=O)O,.,2%[25.6 µM],3[20.6 µM],-3%[25.6 µM]
COc1ccc(-c2cc(C(=O)Nc3nc4ccccc4s3)c3ccccc3n2)cc1OC,-5,.,.,-5%

# Retrieved one by one from above:
SMILES,PNC inhibitor,15-hLO-2 inh,IMPase cell inh,ALOX12 inhib
CCOC(=O)c1ccc2nc(NC(NC(C)=O)(C(=O)OC)C(F)(F)F)sc2c1 (configuration not stated),?,-14%,3,-4%
CCOC(=O)N1CCN(CC(=O)Nc2ccc(C)c(Br)c2)CC1,-28,-12%,9,-7%
COc1ccc(-c2cc(C(=O)Nc3nc4ccccc4s3)c3ccccc3n2)cc1OC,-5,.,.,-5%

# Following part:
SMILES,PNC inhibitor,15-hLO-2 inh,IMPase cell inh,ALOX12 inhib
O=C(CSCc1ccc(F)cc1)Nc1ccc(F)cc1,40,.,.,-5%
CCN(C(=O)c1cc2cc3ccc(C)cc3nc2o1)c1ccc(OC)cc1,-13,-2%,8,-4%
COc1ccc(CCNC(=O)C2CCCN(Cc3nc(-c4cccc(Cl)c4)oc3C)C2)cc1OC (configuration not stated),3,.,12,0%
NC(=O)c1cc(N)ccc1N1CCCC1,9,-5%,9,-5%
Cc1cc(NC2C3CC4CC(C3)CC2C4)n2ncnc2n1 (configuration not stated),?,-8%,-1,-2%
COCCCNCCCOc1ccc(C(C)(C)c2ccccc2)cc1,-107*,.,.,-2%
CCOC(=O)COn1c(=O)c(-c2ccc(OC)c(OC)c2)[n+]([O-])c2ccccc21,338,.,6,-10%
CCOC(=O)[C@H](N)/C=C(\C)CP(=O)(O)O,.,21%,-10,-4%
CCc1ccc(/C=C/C(=O)C2C(=O)c3ccccc3C2=O)cc1,48,17%,2,-1%
CS(=O)(=O)c1ccc(CNC(=O)[C@@H]2C[C@H]2[C@@H](NP(=O)(c2ccccc2)c2ccccc2)c2ccccc2)cc1,.,15%,.,-3%
CCCc1nc2ccccc2c(=O)n1/N=C/c1c(C)[nH]n(-c2ccc(C)cc2)c1=O,?,34%[activator],0,6%
O=C(CSc1nnc(-c2cccnc2)n1Cc1ccco1)Nc1nc(-c2ccc(F)cc2)cs1,29,-4%,11,-6%
Clc1cc2c(c(Cn3cnc4ccccc43)c1)OCOC2,-100*,.,-9,2%
COc1ccc(NC(=S)N(CCc2c(C)[nH]c3ccccc23)Cc2cccnc2)cc1,61,.,.,-1%
Cc1cc(C)cc(-n2c(SC(C)C(=O)NCc3ccc4c(c3)OCO4)nc3ccccc3c2=O)c1 (configuration not stated),-10,.,7,0%
CC1(C)C(=O)N(CCN2CCC(C(=O)c3ccc(F)cc3)CC2)c2ccccc21,.,31%[activator],10,-3%
Clc1ccc(-n2ncc3c(NCCCn4ccnc4)ncnc32)cc1,10,40%[activator],-4,-3%
CC(=O)NC(c1ccccc1)c1nc2ccccc2[nH]1 (configuration not stated),-14,-3%,10,-2%
COc1ccc(C2=C/C(=C/c3cccnc3)C(=O)O2)cc1OC,?,.,.,-4%
Cc1cccc(C(=O)OCc2cc3ccccc3[nH]c2=O)c1,-22,-5%,2,0%
CCCCCCc1cc2cc(-c3nnc(-c4ccccc4)o3)c(=O)oc2cc1O,?,-27%,-4,5%
O=C(CN(CC1CCCO1)C(=O)CNS(=O)(=O)c1ccc(Cl)cc1)NCCc1ccccc1 (configuration not stated),50,-8%,0,0%
COc1c[nH]n(C2CCCCC2)c(=O)c1=O,-19,-26%,11,-26%
O=C(NC(=S)N1CCCCCC1)C1CC1,26,.,.,-1%
CCOCCCNC(=O)c1c(-c2ccccc2)noc1C,-22,-3%,0,1%
# Remaining list, next part
SMILES,PNC inhibitor,15-hLO-2 inh,IMPase cell inh,ALOX12 inhib
CCCCCN1CC(O)=C(c2nc(-c3ccc(Cl)cc3)cs2)C1=N,17,-17%,1,1%
Cc1ccc2oc3c(c(=O)c2c1)C(c1cccc(Cl)c1)N(CCCN1CCOCC1)C3=O (configuration not stated),?,2%,0,-7%
CCOC(=O)CCC(=O)Nc1ccccc1C(N)=O,45,-2%,-5,-3%
O=C(/C=C/c1ccccc1)N1CCCN(C(=O)/C=C/c2ccccc2)CC1,19,11%,8,5%
CCOC(=O)O[C@]1(C(=O)COC(=O)CC)CC[C@@H]2[C@@H]3CCC4=CC(=O)C=C[C@@]4(C)[C@H]3[C@H](O)C[C@]21C,.,0%[25.6 µM],2[20.6 µM],-1%[25.6 µM]
O=C(COC(=O)c1cc(-c2ccc(Cl)s2)nc2ccccc12)NCc1ccco1,6,-29%,?,-13%
CCCNc1nc2c(c(=O)[nH]c(=O)n2C)n1CCc1ccccc1,-30,-2%,5,-1%
Nn1c(SCC(=O)Nc2ccc3c(c2)OCO3)nnc1C1CC1,73,6%[2.29 µM],10,-3%
COC(=O)[C@@H]1CC[C@H](C)[C@@H](c2ccc(C)cc2)N1C(=O)c1ccc(/C=N/O[C@H](C)c2cn([C@@H]3COC[C@H]3O)nn2)cc1,40,.,.,-4%
CCc1cc(/C(Cc2ccccn2)=N\O)c(O)cc1O,2,4%,-3,-12%
Cc1ccc(OCC(=O)Nc2ccc3c(c2)nc(CCN2CCOCC2)n3C)cc1,9,31%[activator],10,0%
C/C(Cc1ccccc1)=N\NC(=O)CNC(=O)c1ccccc1Br,-11,.,.,-3%
Cc1ccn2cc(-c3ccc(NS(=O)(=O)c4ccccc4)cc3)nc2c1,18,.,.,-2%
Nc1c(C(=O)NCc2ccc3c(c2)OCO3)nnn1-c1ccc(OC(F)(F)F)cc1,?,3%,5,9%
O=c1oc2ccccc2cc1-c1cn(-c2ccccc2)c(=S)[nH]1,4,.,.,-8%
O=C(N/N=C/c1ccccn1)C1CC1,29,10%,-13,-3%
COc1ccccc1N(CC(=O)Nc1ccc(F)c(F)c1)S(C)(=O)=O,1,5%[2.29 µM],-1,2%
CCn1ncc(/C=N\NC(=O)COc2ccccc2)c1C,4,.,.,4%
N#Cc1nc(Cc2cccc3ccccc23)oc1NCc1ccc2c(c1)OCO2,?,-17%,11,-29%
O=C(Nc1ccccc1Cl)C1(c2ccccc2)CC1(Cl)Cl (configuration not stated),1,.,.,1%
O=C(NCC(=O)N(c1ccc(F)cc1)C(C(=O)NCC1CCCO1)c1ccccc1)c1ccco1 (configuration not stated),?,-9%,3,-3%
Cn1c(=O)n(/N=C/c2ccccc2)c2ccccc21,-30,.,.,-1%
COc1ccc(CN(CCC(c2ccccc2)c2ccc(OC(C)C)cc2)C(=O)CCl)cc1OC (configuration not stated),?,.,.,-6%
O=C(O)c1c(NC(=O)c2cccc3ccccc23)sc2c1CCC2,?,-10%,-2,-10%
COc1ccc(N2CCN(Cc3nc4c(c(=O)[nH]c(=O)n4C)n3CC(C)=O)CC2)cc1,-90*,.,-1,7%
# Later entries.
SMILES,PNC inhibitor,15-hLO-2 inh,IMPase cell inh,ALOX12 inhib
Cc1ccc2c(CSc3nc4nc(C)cc(C)n4n3)cc(=O)oc2c1,?,-6%,2,-16%
Cc1cccc(C)c1Nc1nnc(SCc2cc([N+](=O)[O-])cc3c2OCOC3)s1,-1,18%,9,3%
CCOC(=O)C1=C(Cc2ccc(F)cc2)C(=O)c2ccccc2C1=O,?,?,14,?
O=C(CN1CCN(Cc2ccccc2Cl)C1=O)NC1CCCCCCC1,23,5%,2,-3%
CCOc1ccc(N(CC(=O)NCc2cccs2)S(=O)(=O)c2c(C)noc2C)cc1,13,0%,5,5%
CCOC(=O)c1c(NC(=O)c2cc3n(n2)C(C(F)(F)F)CC(c2cccs2)N3)sc(C)c1C (configuration not stated),?,.,7,1%
NC(=O)C1CCN(C(=O)c2cc3n(n2)C(C(F)(F)F)CC(c2ccco2)N3)CC1 (configuration not stated),-4,3%,9,20%
Cc1nn(CC(=O)c2ccc(Cl)cc2Cl)c(C)[n+]1N,-19,.,14,-6%
COc1cc(NC(=O)c2cc3ccccc3o2)c(OC)cc1Br,-26,-15%,-2,-5%
CC(C)C(c1nnnn1Cc1cccs1)N1CCN(c2ccccc2)CC1 (configuration not stated),-27,-6%,9,0%
N=c1n(Cc2ccccc2)c2ccccc2n1CC(O)COc1ccccc1 (configuration not stated),18,46%[activator],2,-5%
Cn1nc(C(=O)Nc2ccc(S(=O)(=O)N3CCCCC3)cc2)ccc1=O,-2,-3%,-3,-8%
COc1cc(/C=c2/sc3nc(-c4ccccc4)c(-c4ccccc4)n3c2=O)cc(OC)c1OC,?,.,-12,-4%
COc1ccccc1NC(CC(=O)c1ccccc1)C(=O)OCC(=O)c1ccc(Br)cc1 (configuration not stated),27,.,.,1%
Cc1ccc(/C(O)=C/C(=O)C(=O)NNC(=O)C(O)(c2ccccc2)c2ccccc2)cc1,21,.,-9,-9%
CCN(CC(=O)NCc1ccc(F)cc1)CC(O)COCc1cccc(OC)c1 (configuration not stated),?,-23%,-5,-7%
CSc1nccc(Oc2cncc(Cl)c2)n1,-14,.,.,-2%
CCc1ccc(S(=O)(=O)Nc2c(C)nn(C)c2C)cc1,37,12%,6,-2%
